# RXFP1 ag = activates the human relaxin receptor RXFP1 | AID 2676 | Potency, µM (doses to about 57.5 µM), for the others: at the top dose activation, most hits filed as activators | Q9HBX9 | hit rate 0.3% among 370,000 | HEK293T-RXFP1 cAMP TR-FRET, 30 min; response scale: percent of porcine relaxin response, buffer zero; further: potency means the concentration at half of the fitted maximal effect; on the % scale 0 is the no-effect control and ±100 the full control effect; nearly all actives have a fitted effect of over 60% in size; many of its hits are not listed in these tables
#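 HEK293 cells stably expressing RXFP1, treated 30 min at 37C with compounds plus PDE4 inhibitor Ro 20174; cAMP measured by HTRF TR-FRET. Normalized to buffer and 29 nM porcine relaxin; EC50 by Hill fit.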
# RXFP1 antag = RXFP1 (human) relaxin receptor antagonism. HEK293-RXFP1, relaxin-stimulated cAMP HTRF, 30 min; hits give low values. hit rate 0.59% among 350,000. Q9HBX9. AID 1259400. activity change, negative = inhibition, % at 57.5 µM;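 active means activity change of -60% or lower, but not beyond a set lower limit; inconclusive means change between -60% and -40%, or beyond the set limit; inactive means change above -40%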; further: on the % scale 0 is the no-effect control and ±100 the full control effect
# D1 antag = antagonists of human D1 dopamine receptor | P21728 | HEK293 TREx D1 cells, calcium flux, dopamine EC80; hits give low values | activity change, negative = inhibition, % at 10 µM | hit rate 3.2% among 360,000; in the data active means activity change below about -30%; further: on the % scale 0 is the no-effect control and ±100 the full control effect
# Target sequence (P21728 whole entry, looked up): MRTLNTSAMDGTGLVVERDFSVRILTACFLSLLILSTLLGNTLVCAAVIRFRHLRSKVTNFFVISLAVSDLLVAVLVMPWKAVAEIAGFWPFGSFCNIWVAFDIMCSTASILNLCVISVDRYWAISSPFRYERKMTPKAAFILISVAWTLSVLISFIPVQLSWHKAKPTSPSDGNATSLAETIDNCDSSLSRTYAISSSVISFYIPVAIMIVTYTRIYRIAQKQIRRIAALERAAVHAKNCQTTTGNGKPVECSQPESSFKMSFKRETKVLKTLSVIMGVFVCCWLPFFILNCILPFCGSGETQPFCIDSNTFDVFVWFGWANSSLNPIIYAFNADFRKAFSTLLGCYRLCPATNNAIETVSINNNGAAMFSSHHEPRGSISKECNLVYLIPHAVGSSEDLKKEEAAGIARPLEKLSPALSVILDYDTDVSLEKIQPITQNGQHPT
#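 Calcium flux readout: force-coupled, inducible Hek293 Trex D1 line, cells induced overnight at 30 C with tetracycline, dye-loaded 30–90 min at RT. Antagonism scored against EC80 dopamine challenge given 180 s after compound.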
# GRP78 ERSR act = induces the endoplasmic reticulum stress response in human glioma cells. U87-MG GRP78 promoter luciferase reporter, 16 h. Potency, µM, inactives show top-dose activation, most hits filed as activators. hit rate 0.02% among 420,000. AID 602332; further: potency means the concentration at half of the fitted maximal effect; series mostly up to about 76 µM; % of control where 0% means no effect; nearly all actives have a fitted effect of over 35% in size
#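 Stably transfected U87-MG human glioma cells carrying a GRP78-based luminescent sensor were seeded at 1000 cells/well, pin-dosed with compounds and incubated 16 h. Luciferase reagent was then added, and end-point luminescence was read after 10 min at room temperature.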
# Vif-APOBEC3F blk = inhibitors of Vif-A3F interaction. HeLa A3F-eYFP + Vif (tagged APOBEC3F with the HIV-1 protein that degrades it), YFP fluorescence increase. Potency, µM (top dose mostly 46.1 µM), without a hit: top-dose activity, negative = active. hit rate 0.2% among 390,000. AID 602313; further: potency means the concentration at half of the fitted maximal effect; % of control where 0% means no effect; nearly all actives have a fitted effect of over 65% in size
#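 HeLa cells stably expressing A3F-eYFP plus Vif, plated and incubated overnight at 37 deg C, then exposed to compounds overnight at 37 deg C. Blocked degradation read as raised yellow fluorescence (Ex 488/Em 500-530).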
# D1 potentiator = human D1 dopamine receptor positive modulation. potentiation, % at 10 µM. HEK293 TREx D1 cells, calcium flux, dopamine EC20 potentiation. hit rate 0.036% among 360,000. P21728. AID 504651; in the data active means potentiation above about 30%; further: 0% is about no effect
# D2 potentiator = D2 dopamine receptor (human) potentiation; P14416; HEK293 T-REx D2, calcium flux, EC20 dopamine potentiation; potentiation, % at 10 µM; hit rate 0.34% among 340,000;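 active means potentiation over 3 SD above the plate norm, cut at about 30% in these data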; further: 0% is about no effect
# Target sequence (P14416 whole entry, looked up): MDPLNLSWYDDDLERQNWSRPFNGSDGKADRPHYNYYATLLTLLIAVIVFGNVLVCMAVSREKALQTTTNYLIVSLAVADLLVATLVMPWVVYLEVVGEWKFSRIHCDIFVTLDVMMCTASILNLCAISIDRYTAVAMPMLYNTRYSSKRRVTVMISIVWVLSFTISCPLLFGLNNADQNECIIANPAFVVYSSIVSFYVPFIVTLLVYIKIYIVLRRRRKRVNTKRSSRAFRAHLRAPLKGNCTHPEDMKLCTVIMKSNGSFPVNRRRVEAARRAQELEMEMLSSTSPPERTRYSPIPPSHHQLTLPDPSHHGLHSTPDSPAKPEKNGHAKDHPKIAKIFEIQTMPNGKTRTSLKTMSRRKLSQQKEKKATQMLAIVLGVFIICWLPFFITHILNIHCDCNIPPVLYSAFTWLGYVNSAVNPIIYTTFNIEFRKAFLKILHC
#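 Primary screen. Calcium kinetics in induced HEK293 T-REx D2 cells: compound pre-addition 180 s, EC20 dopamine, 180 s more.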
# Vif-APOBEC3G blk = Vif-A3G binding inhibition; Q9HC16; HeLa A3G-eYFP + Vif (tagged APOBEC3G with the HIV-1 protein that degrades it), YFP fluorescence, overnight; Potency, µM (top dose mostly 46.1 µM), for the others: at the highest dose activity, negative = active, actives largely listed as inhibitors; hit rate 0.076% among 410,000; AID 602310;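 further: potency means the concentration at half of the fitted maximal effect; on the % scale 0 is the no-effect control and ±100 the full control effect; nearly all actives have a fitted effect of over 60% in size; hits raise eYFP signal because A3G escapes Vif-driven loss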
#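 HeLa cells stably expressing Vif and C-terminally eYFP-tagged A3G, seeded overnight at 37 deg C, then exposed to compound by pintool overnight at 37 deg C. Rise in yellow fluorescence (Ex 488/Em 500-530, Acumen) marks blocked Vif-driven A3G degradation.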
# D1 agonist = human D1 receptor agonism; HEK293 T-REx D1 cells, calcium flux, agonist mode; activation, % at 2 µM; hit rate 1% among 360,000; AID 504660; in the data active means activation above about 30%; further: 0% is about no effect
#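 Inducible HEK293 T-REx D1 cells, force-coupled to calcium signalling, were plated at 4000 cells/well with tetracycline and held overnight at 30 C. After no-wash calcium dye loading, compound-evoked calcium rise over 180 s flagged agonists.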
# Numbers without * were called inactive; ? = inconclusive; · = no result given. Unless noted, the call rests on the fitted dose curve; in most records, active means well fitted curve in the direction sought with a large enough effect; inconclusive means small, poorly fitted or top-dose-only effect, or another doubt; inactive means no such curve, though single readings can be large; an effect the other way counts as inactive or inconclusive. Only part of the results is shown; count on the stated rates, not on these rows.
structure	RXFP1 ag	RXFP1 antag	D1 antag	GRP78 ERSR act	Vif-APOBEC3F blk	D1 potentiator	D2 potentiator	Vif-APOBEC3G blk	D1 agonist
CCOc1ccc(NC(=O)CN(C)S(=O)(=O)c2cccs2)cc1	0.5%	-11	-14	-10%	-2%	-3	19	-1%	1
CCOC(=O)c1cccc(NC(=O)COc2nsnc2N2CCOCC2)c1	-0.6%	-23	-6	-3%	12%	·	2	0%	25
FC(F)(F)c1nc2cc3nc4ccccc4[nH]c3cc2n1	-1.1%	-19	-5	3%	-46%	2	1	-10%	3
Cc1cc(Cl)c(S(=O)(=O)NC(C(=O)O)C(C)C)cc1OCC(=O)NC1CCCCC1 (centres undefined)	-1.2%	-3	1	-4%	1%	-5	0	-2%	2
CC(C)C(NC(=O)OCc1ccccc1)C(=O)OCC(=O)N1CCCCC1 (centres undefined)	-0.3%	-4	11	-3%	-6%	-5	-10	0%	1
COc1ccccc1NC(=O)CN1C(=O)COc2ccc(S(=O)(=O)N3CCCCCC3)cc21	3.5%	27	4	-4%	-1%	15	14	1%	5
CC(=O)Oc1ccc(/C=N/NC(=O)C2CCCN2S(=O)(=O)c2ccc(Cl)cc2)cc1 (centres undefined)	0.0%	-14	6	-1%	-7%	1	·	0%	13
CC(O)CN1C(=O)C(CC(=O)Nc2ccc(Cl)cc2)SC1=Nc1ccccc1 (centres undefined)	-0.1%	-14	2	-9%	1%	-8	-3	-8%	1
Cc1cccc(NC(=O)c2oc3ccccc3c2NC(=O)c2cc(=O)c3ccccc3o2)c1	-0.4%	-7	-8	-1%	-2%	-1	-6	-3%	3
CCN1CCN(CCC(=O)Nc2ccc(Br)c(C)c2)CC1	-0.6%	-5	11	-1%	-2%	-3	-2	-2%	4
O=C(COc1ccccc1)n1nc(-c2ccc(Cl)cc2)nc1NCc1ccco1	0.0%	-15	6	3%	-9%	-5	·	?	14
Cc1nn(C)cc1C1C2=C(CC(C)(C)CC2=O)N(c2ccccc2)C2=C1C(=O)CC(C)(C)C2	-0.5%	6	-3	-6%	5%	3	-7	-7%	1
COc1cc2c(cc1OC)/C(=C/C(=O)c1ccc([N+](=O)[O-])c(C)c1)NCC2	2.9%	7	-8	0%	-1%	10	0	-1%	0
CC(=O)c1ccc(N2Cc3ccccc3C2)cc1	-1.1%	-5	-18	-7%	4%	4	11	0%	2
Cc1oc2cc(OCC(=O)O)ccc2c(=O)c1Oc1ccccc1	1.0%	-3	1	-4%	-9%	-3	-5	2%	5
CCO[C@H]1OC(C(=O)N2CCOCC2)=C[C@@H](c2ccc(Br)cc2)[C@@H]1CCCO	0.0%	·	11	-5%	-3%	3	4	-1%	-2
COCCCNC(=O)Cc1coc2ccc3ccccc3c12	-0.1%	-10	-1	-5%	2%	4	0	-4%	0
CC(C)(O[C@@H]1O[C@H](CO)[C@@H](O)[C@H](O)[C@H]1O)[C@H]1Cc2cc3ccc(=O)oc3cc2O1	7.0%	·	22	-4%	-1%	-5	-7	4%	2
CCOC(=O)N1CCC(N(C(=O)Nc2ccc(CC)cc2)C(C)CC)CC1 (centres undefined)	14%	0	-26	8%	1%	-1	3	-3%	-1
COc1ccccc1C1C2=C(CCCC2=O)N(CC(=O)O)C2=C1C(=O)CCC2	-2.2%	2	-2	-5%	16%	-2	5	7%	4
O=C(Cc1cccc(C(F)(F)F)c1)NCC(=O)Nc1cc(Cl)ccc1Cl	-1.9%	-4	7	-5%	-25%	32*	·	?	3
COc1cc(C(=O)NC2CCN(Cc3ccccc3)CC2)cc(Cl)c1OC	-3.5%	-4	-1	-2%	-6%	-8	-24	0%	9
COc1ccc(NC(=S)NCCc2c(C)[nH]c3ccc(OC)cc23)cc1	3.1%	-6	-10	-5%	-12%	0	1	-4%	5
O=C(CCS(=O)(=O)Cc1ccccc1)Nc1nncs1	1.0%	23	-8	-4%	8%	-2	12	-15%	2
COc1cc(/C=C2\NC(=S)N(C)C2=O)ccc1OCc1cccc(F)c1	-1.3%	1	0	2%	2%	-4	2	-11%	5
Cc1c(NC(=O)C(C)N(c2ccccc2)S(C)(=O)=O)c(=O)n(-c2ccccc2)n1C (centres undefined)	1.9%	0	0	-3%	3%	-5	9	-1%	4
COc1ccc(OC)c(CNC(=O)C2CCC(=O)N(CCCN3CCCC3=O)C2)c1 (centres undefined)	-2.1%	3	5	2%	-11%	-3	-11	-3%	5
O=C(Nc1ccccc1)Nc1cccc(-c2cn3cccnc3n2)c1	4.1%	-17	-3	4%	-1%	-7	1	-8%	2
CCCN1CC=C2C(C#N)=C(N)C(C#N)(C#N)C(c3cccc(OC)c3OC)C2C1 (centres undefined)	1.4%	7	-3	-3%	0%	0	-15	-14%	34*
COc1ccc(-n2ncc3c2CC(C)(C)CC3NC(=O)CCN2CCCC2=O)cc1 (centres undefined)	-1.4%	30	-15	-1%	-12%	-1	-4	0%	3
CC(C)(C)NC(=O)c1cccc(NC(=O)c2cccc(O)c2)c1	1.2%	-36	-15	-1%	-2%	-7	10	-6%	3
CCOc1cc(C(=O)N=c2sccn2C)ccc1OC(F)F	1.1%	1	-28	11%	0%	1	3	-9%	1
O=C1CCCC2=C1C(c1ccc(Br)cc1)c1c([nH]c(=S)[nH]c1=O)N2 (centres undefined)	-1.1%	3	-7	-3%	2%	-11	1	-5%	-2
O=C(c1ccc(F)cc1)N1CCN2C(=O)c3ccccc3C12c1ccccc1 (centres undefined)	-4.4%	9	-3	-5%	-5%	-7	8	-5%	0
CCCCNC(=S)Nc1ccc2nc3n(c(=O)c2c1)CCCCC3	4.4%	-14	-15	-3%	1%	-5	-9	-3%	2
Cc1ccccc1NC(=O)N1CCc2cc(S(=O)(=O)N3CCC(C)CC3)ccc21	0.4%	-12	-20	·	·	-4	·	·	0
Cc1ccc(-c2noc(CSc3nnc(C)n3-c3ccc(C)c(C)c3)n2)cc1	-1.0%	·	-8	-2%	2%	-2	6	4%	7
CN(Cc1ccccc1F)c1ccc(S(=O)(=O)N2CCCC2)cn1	0.7%	5	-32*	-6%	-12%	-8	16	3%	13
CCOc1ccc(C(=O)Nc2ccc3nc(SCC(=O)N4CCc5ccccc54)sc3c2)cc1	10%	·	-1	-1%	-3%	0	-10	1%	0
CCc1nc(CNC(=O)c2cc(OC)c(OC)c(OC)c2)no1	-1.3%	3	5	-3%	2%	-1	9	1%	3

# Overlap with the part before: 2 entries, then new ones.
structure	RXFP1 ag	RXFP1 antag	D1 antag	GRP78 ERSR act	Vif-APOBEC3F blk	D1 potentiator	D2 potentiator	Vif-APOBEC3G blk	D1 agonist
CCOc1ccc(C(=O)Nc2ccc3nc(SCC(=O)N4CCc5ccccc54)sc3c2)cc1	10%	·	-1	-1%	-3%	0	-10	1%	0
CCc1nc(CNC(=O)c2cc(OC)c(OC)c(OC)c2)no1	-1.3%	3	5	-3%	2%	-1	9	1%	3
CC(C)(C)n1nc2c(c1NC(=O)c1cc([N+](=O)[O-])ccc1Cl)CS(=O)(=O)C2	0.1%	5	17	-2%	5%	-6	1	2%	1
O=C(c1ccc(F)cc1F)N1CCN(c2ncccn2)CC1	0.6%	-5	5	-5%	2%	-5	15	-4%	2
CC(=O)Nc1nc(CCC(C)C)cc2c1c(=O)oc1ccccc12	-1.8%	1	-21	-6%	3%	-3	-8	-1%	3
CCOC(=O)NC(c1cccc(Cl)c1)C1CCCCCC1=O (centres undefined)	-0.8%	-3	-11	-3%	0%	-4	6	1%	0
CN(C)C1N(C(=O)c2ccccc2)N=C2c3ccccc3S(=O)(=O)N21 (centres undefined)	0.6%	5	3	-1%	-14%	-4	11	-6%	2
O=C(NCCc1ccc(Cl)cc1)C1CCCN(c2ncnc3c2nc2n3CCCCC2)C1 (centres undefined)	2.6%	-12	-13	-6%	2%	-6	9	1%	1
CC(C)Nc1nc(Cl)nc(NN(C)c2nc(N(C)C)nc(N(C)C)n2)n1	-0.1%	3	5	-3%	?	3	-9	-9%	0
CCN1C(=O)[C@H]2[C@@H](c3ccc(-c4ccc(OC)cc4)c(OC)c3)N3CCCC[C@@]3(C(=O)OC)[C@H]2C1=O	-0.3%	·	-8	1%	-2%	-4	·	-1%	3
Cc1ccc(C2(C)NC(=O)N(CC(=O)NNC(=O)c3cc(C)oc3C)C2=O)cc1 (centres undefined)	-0.7%	2	7	-8%	-11%	-5	15	1%	3
CC(C)(C)c1ccc(-n2nc(C(N)=O)c(O)cc2=O)cc1	2.6%	-10	14	-2%	6%	-4	1	0%	5
COC(=O)CSc1c(-c2ccccc2)c2cc(Cl)ccc2[nH]c1=O	3.4%	-6	7	-5%	3%	8	16	-1%	0
CN(C)c1ccc2nsnc2c1[N+](=O)[O-]	17%	3	-14	-4%	6%	-1	·	-4%	3
C=CCNC(=S)/C(=C(/[O-])c1ccccc1Br)[n+]1ccccc1	0.6%	2	3	-2%	3%	-6	8	1%	0
CCOc1ccc(CCNC(=O)c2[nH]c3cc(OC)ccc3c2Sc2ccccc2)cc1OCC	2.8%	-19	-2	-3%	-1%	4	2	0%	3
Cc1ccc(S(=O)(=O)NC(=NCC(=O)O)c2ccccc2)cc1	2.3%	-6	16	-1%	-9%	-1	-3	-2%	1
O=c1c2ccccc2ccc2ccccc12	3.7%	6	23	2%	-3%	-1	-1	7%	1
O=Cc1ccc(OC(=O)Cc2ccc(F)cc2)cc1	-2.4%	·	-4	·	·	-6	-12	·	2
Cc1ccc(OCCC(=O)OCC(=O)Nc2ccc(C)c(S(=O)(=O)N3CCOCC3)c2)cc1	·	0	·	0%	0%	·	·	-9%	·
COc1ccccc1NS(=O)(=O)c1cc(NC(=O)C2CC2)ccc1N1CCOCC1	-0.4%	·	-16	·	·	-13	2	·	5
O=C(O)Cn1c(C(F)(F)F)nc2ccccc21	1.7%	1	12	-2%	2%	-9	6	1%	2

# High-throughput results as filed in PubChem BioAssay.
